USP2a inh: USP2a (human) protease inhibition. USP2 core, Ub-CHOP2 coupled fluorogenic reporter, 485/531. Potency, µM (highest dose often 38.3 µM), without a hit: at the highest dose activity change, negative = inhibition, actives largely listed as inhibitors. 0.01% of 330,000 active. AID 463254;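 note: potency is the fitted concentration of half-maximal effect; plate controls were DMSO wells for no effect and full inhibition by NEM control for full effect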
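Cell-free coupled assay: 10nM USP2 core preincubated 30min RT with compound in Tris-HCl pH 8.0/CaCl2/CHAPS buffer, then 25nM Ub-CHOP2 and 25nM reporter substrate; fluorescence (Ex 485/Em 531) read after 60min RT, normalized to NEM inhibition, concentration-response curves fitted.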
FBPA coupling cs: counter-screen for Giardia aldolase inhibitors: coupling enzyme system. coupling enzyme system counterscreen, AmpLite Red fluorescence. activity change, negative = inhibition, % at 58.2 µM, hits read low. 0.67% of 290,000 active. AID 2472; in the data active = activity change below about -30%; note: % is set by controls: 0 for no effect and ±100 for the full control effect
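Fluorescence at 525 nm excitation and 598 nm emission measured inhibition of the coupled detection system without aldolase. Compounds (at 57.5 uM final) were preincubated 10 min at room temperature with coupling enzyme reagent before a 20 min substrate/AmpLite Red step.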
Giardia kill: kills Giardia lamblia | activity change, % at 7.66 µM, hits read low | Giardia lamblia trophozoite viability | 0.15% of 340,000 active; in the data active = activity change below about -80%; inconclusive = between about -30% and that limit;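 note: parasites exposed to compound for two days anaerobically before the ATP read; % is set by controls: 0 for no effect and ±100 for the full control effect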
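Viability, read as ATP luminescence: trophozoites at 100 cells/well, compound added, 48 hrs anaerobic at 37 deg C, then 15-30 min room-temperature development before reading.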
KCNH2 3.1 block: inhibitors of human KCNH2 3.1 potassium channel isoform | U2OS KCNH2 3.1, thallium flux FluxOr; active compounds read low | activity change, % (tested at about 1.8 µM) | AID 720553 | 0.95% of 340,000 active;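 active = maximum activity change below -70%; inconclusive = maximum activity change from -70% to -50%; inactive = maximum activity change above -50%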;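 note: thallium influx rate constant from kinetic fluorescence after stimulation buffer; % is set by controls: 0 for no effect and ±100 for the full control effect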
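Thallium flux read-out: FluxOr dye with Red40 quencher in HBSS/HEPES, 45 min at RT. Rate constants from kinetic reads were normalized to positive and negative DMSO controls. Cells: U2OS virally expressing the 3.1 isoform.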
Menin-MLL TR inh: displaces Texas Red mutant MLL peptide from human menin | Menin + Texas Red MLL mutant peptide, fluorescence polarization | O00255 | 0.23% of 270,000 active | Potency, µM (top dose mostly 61.6 µM), inactives show at the highest dose FP activity change, negative = inhibition, most hits filed as inhibitors | AID 1768; active = well fitted inhibition curve with a large enough effect in the polarisation, with a control signal flat, not every such curve was filed as active; inconclusive = small, poorly fitted or top-dose-only effect, or effect the other way, or a change in a side signal; inactive = no such curve, though single readings can be large or run the other way; the % refers to the polarisation; note: potency is the fitted concentration of half-maximal effect; % of control where 0% means no effect; many of its hits are not listed in these tables
Target sequence (O00255 whole entry, looked up): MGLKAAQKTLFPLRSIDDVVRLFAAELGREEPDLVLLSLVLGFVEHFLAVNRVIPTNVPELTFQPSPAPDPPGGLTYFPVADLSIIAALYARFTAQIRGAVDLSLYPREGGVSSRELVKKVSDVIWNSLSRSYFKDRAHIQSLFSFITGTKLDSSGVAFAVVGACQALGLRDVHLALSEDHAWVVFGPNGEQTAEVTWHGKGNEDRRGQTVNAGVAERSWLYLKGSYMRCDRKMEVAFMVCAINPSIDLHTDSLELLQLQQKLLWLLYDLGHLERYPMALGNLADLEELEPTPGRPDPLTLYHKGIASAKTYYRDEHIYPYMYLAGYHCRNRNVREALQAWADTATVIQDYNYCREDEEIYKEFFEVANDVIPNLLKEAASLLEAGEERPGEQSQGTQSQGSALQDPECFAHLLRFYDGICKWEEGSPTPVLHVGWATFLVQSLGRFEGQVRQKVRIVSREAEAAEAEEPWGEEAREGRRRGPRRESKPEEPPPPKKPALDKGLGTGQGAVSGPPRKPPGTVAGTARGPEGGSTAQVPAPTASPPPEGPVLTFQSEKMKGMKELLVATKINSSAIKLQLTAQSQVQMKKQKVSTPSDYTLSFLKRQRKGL
B2AR arrestin: recruits beta-arrestin to the human beta2-adrenergic receptor. 0.02% of 330,000 active. AID 492947. Potency, µM (top dose mostly 46.1 µM), inactives show top-dose activation, usual class: activators. P07550. beta-arrestin recruitment to beta2AR, cell-based reporter;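 note: potency is the fitted concentration of half-maximal effect; 0% = DMSO controls and full agonism = EC100 isoproterenol or metaproterenol; nearly all actives have a fitted effect of over 65% in size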
TRPV1 ag: agonists of human vanilloid receptor 1 (TRPV1); 0.19% of 320,000 active; Q8NER1; AID 540275; TRPV1-expressing cells, Fluo-8 calcium influx, agonist mode; activation, % at 8.33 µM; in the data active = activation above about 80%; inconclusive = between about 30% and that limit; note: 0% is about no effect
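TRPV1-expressing cells were cultured overnight at 35.5C and loaded with Fluo-8 calcium dye for 40 to 90 min at room temperature. After a 10 s baseline, compound was added and calcium influx was read kinetically for 3 min (ex 480/em 520 nm).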
PKM2 act: PKM2 (human) enzyme activation | 0.34% of 260,000 active | P14618 | Potency, µM (top dose mostly 57.5 µM), for the others: at the highest dose activation, actives largely listed as activators | purified PKM2, Kinase-Glo ATP luminescence, activation; response scale: 0% is enzyme alone, no compound; note: potency is the fitted concentration of half-maximal effect; % is set by controls: 0 for no effect and ±100 for the full control effect; nearly all actives have a fitted effect of over 55% in size
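Kinase-Glo luminescence reports ATP generated from ADP (0.1 mM) and PEP (0.5 mM) by purified hPK-M2 after 1 h at room temperature, pH 7.2 imidazole buffer; intermediate enzyme activity allows detecting inhibitors and activators.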
CXXC DNA block: MLL CXXC-DNA interaction inhibition | 0.037% of 290,000 active | Potency, µM (series often up to 115 µM), for inactives: at the top dose activity change, negative = inhibition, usual class: inhibitors | MLL-CXXC / FITC-HOXA9 DNA fluorescence polarization | AID 2662; active = well fitted inhibition curve with a large enough effect in the polarisation, with a control signal flat, not every such curve was filed as active; inconclusive = small, poorly fitted or top-dose-only effect, or effect the other way, or a change in a side signal; inactive = no such curve, though single readings can be large or run the other way; the % refers to the polarisation; note: potency is the fitted concentration of half-maximal effect
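Steps: dispense CXXC domain solution (7 uM) → pin compounds or unlabeled HOX-A9 DNA control → 5 min ambient → add FLSN-HOX-A9 solution (50 nM) → spin → 30 min ambient → fluorescence polarization. Tris pH 7.5/NaCl/DTT/BSA buffer.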
GALK inh: blocks human galactokinase activity; P51570; Purified GALK, Kinase-Glo residual ATP luminescence; Potency, µM (highest dose often 57.5 µM), inactives show at the highest dose activity change, negative = inhibition, hits mostly inhibitors; 0.007% of 270,000 active; AID 1868; note: potency is the fitted concentration of half-maximal effect; % is set by controls: 0 for no effect and ±100 for the full control effect
Target sequence (P51570 whole entry, looked up): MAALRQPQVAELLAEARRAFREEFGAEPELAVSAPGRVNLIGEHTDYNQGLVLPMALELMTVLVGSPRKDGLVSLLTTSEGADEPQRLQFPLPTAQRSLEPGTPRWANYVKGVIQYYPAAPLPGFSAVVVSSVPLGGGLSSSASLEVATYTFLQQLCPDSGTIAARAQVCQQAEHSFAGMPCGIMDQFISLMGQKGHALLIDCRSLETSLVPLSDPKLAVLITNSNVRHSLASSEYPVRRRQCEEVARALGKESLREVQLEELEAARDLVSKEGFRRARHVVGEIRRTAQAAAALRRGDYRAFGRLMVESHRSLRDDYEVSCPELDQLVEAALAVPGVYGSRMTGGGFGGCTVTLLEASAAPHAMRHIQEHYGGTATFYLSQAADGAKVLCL
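Galactose (100 uM) and ATP (35 uM) were turned over by 5 nM GALK for 1 h at RT. Kinase-Glo Plus then converted the remaining ATP into a luminescent signal.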
KCNH2 WT inh: KCNH2 (human, wildtype) channel inhibition | Q12809 | activity change, % at 1.84 µM | U2OS, BacMam KCNH2, thallium flux FluxOr; active compounds read low | 0.37% of 340,000 active;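 active = maximum activity change below -70%; inconclusive = maximum activity change between -70% and -50%; inactive = maximum activity change above -50%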; note: % is set by controls: 0 for no effect and ±100 for the full control effect
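U2OS cells transduced with wild-type KCNH2 virus are loaded with FluxOr dye for 45 min, and thallium flux is measured in kinetic reads before and after stimulation buffer. Rate constants are normalized to DMSO controls.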
Starred values were filed as active, the others as inactive; ? = inconclusive; / = not tested or not shown; [ ] = remark or other dose. Unless noted, calls come from the whole dose curve; as a rule, active = well fitted curve in the direction sought with a large enough effect; inconclusive = small, poorly fitted or top-dose-only effect, or another doubt; inactive = no such curve, though single readings can be large; an effect the other way counts as inactive or inconclusive.

(1) C#CCOCCOCCOCCNc1nc(N2CCN(C(=O)[C@H](CCCCN)n3cc(CN)nn3)CC2)nc(N2CCN(C(=O)[C@H](CCCCN)n3cc(CN)nn3)CC2)n1
(2) COc1ccc(C2C(C#N)=C(N)N(c3ccccc3C#N)C3=C2C(=O)CCC3)cc1CN1CCCC1 (stereo not given)
(3) CCOC(=O)N1CCC(N(CCOC)C(=O)Nc2ccc(Cl)cc2)CC1
(4) CC1=CN2C(=N)/C(=C/c3ccc([N+](=O)[O-])o3)C(=O)N=C2S1
(5) CCOC(=O)c1cc(NC(=O)Nc2ccccc2OC)c(C)nc1C
(6) CN1CCN(C(=O)CC2(CC(=O)O)CCCC2)CC1
(7) COc1ccc(C(=O)CCC(=O)N2CCN(c3cc(C)ccc3C)CC2)cc1
(8) O=C(CCn1cnc2ccccc2c1=O)Nc1nc2c(s1)CCCC2
assay / compound | 1 | 2 | 3 | 4 | 5 | 6 | 7 | 8
USP2a inh | 5% | 1% | 3% | 6% | 7% | 0% | 3% | 3%
FBPA coupling cs | / | 1 | 1 | -32* | 5 | -4 | 0 | -2
Giardia kill | -9 | -22 | 7 | -8 | 22 | 29 | 0 | -5
KCNH2 3.1 block | 4 | -39 | -7 | 4 | -7 | 1 | -15 | -7
Menin-MLL TR inh | / | 3% | -17% | 23% | 4% | 14% | 2% | 6%
B2AR arrestin | -0.3% | -0.4% | -0.2% | -0.2% | 0.1% | -0.2% | 0.2% | -0.4%
TRPV1 ag | / | -2 | 4 | 4 | 0 | -1 | ? | -5
PKM2 act | / | 1% | -12% | 1% | 2% | -8% | -4% | 1%
CXXC DNA block | / | -4% | -1% | ? | -3% | -8% | 41%[activator] | 12%
GALK inh | / | / | 0% | 3% | 1% | 8% | -6% | 0%
KCNH2 WT inh | 8 | 4 | 16 | 6 | -24 | 2 | -8 | -2

(9) C=CCC1CCC/C(=N\NS(=O)(=O)c2ccc(C)cc2)C1 (stereo not given)
(10) CCc1c(C)nc(N2CCN(Cc3ccccc3)CC2)[nH]c1=O
(11) Cc1ccc(S(=O)(=O)NCCCCCC(=O)Nc2ccccn2)cc1
(12) COc1ccc(S(=O)(=O)NCCc2cn3cccc(C)c3n2)cc1OC
(13) O=S(=O)(NC1CCCC1)c1ccc(S(=O)(=O)N2CCCN(Cc3ccccc3)C2)cc1
(14) O=C(CCSCCc1ccccn1)Nc1ccc(Cc2ccncc2)cc1
(15) CCCOc1ccc(-c2nc(C#N)c(N3CCN(C)CC3)o2)cc1
(16) Cc1c(NS(=O)(=O)c2cccc(C(=O)O)c2)c(=O)n(-c2ccccc2)n1C
assay / compound | 9 | 10 | 11 | 12 | 13 | 14 | 15 | 16
USP2a inh | 3% | 4% | 5% | 1% | 0% | 9% | -2% | -1%
FBPA coupling cs | / | 4 | 1 | 2 | -1 | 0 | 1 | 0
Giardia kill | -2 | -3 | -7 | -25 | 20 | 3 | 0 | -20
KCNH2 3.1 block | -14 | -1 | 6 | -2 | 9 | / | 4 | 6
Menin-MLL TR inh | / | ? | -3% | -4% | 4% | -9% | -3% | 2%
B2AR arrestin | 0.5% | -0.2% | -0.8% | -1.8% | 0.3% | -0.6% | -0.6% | -0.6%
TRPV1 ag | -3 | -7 | -2 | -2 | 7 | ? | 27 | 2
PKM2 act | 0% | 10% | -1% | 5% | -3% | 2% | 3% | /
CXXC DNA block | 4% | -1% | -7% | 9% | 11% | 2% | -1% | 0%
GALK inh | 3% | 1% | -2% | -2% | 0% | -1% | -2% | 1%
KCNH2 WT inh | -1 | 2 | -6 | 6 | 10 | -6 | 1 | 9

(17) O=C(CNCc1ccc(F)cc1)Nc1cc(S(=O)(=O)N2CCOCC2)ccc1Cl
(18) CCC(C)NC(=O)C1(C)CCC(=O)N1CCc1ccc(OC)c(OC)c1 (stereo not given)
(19) Cc1cccc(C)c1OC(=O)CSc1nnc(-c2ccccc2O)o1
(20) COc1ccc(CNC(=O)C(c2ccco2)N(C(=O)c2csnn2)c2cccc(C)c2C)cc1 (stereo not given)
(21) CC1CC(C)CN(C(=O)COC(=O)/C=C/c2cccc([N+](=O)[O-])c2)C1 (stereo not given)
(22) CCOC(=O)CNC(=O)c1ccc(Br)s1
(23) CCC1CCCCN1CCCNC(=O)c1ccc2c(c1)c(C)c(C)n2CC (stereo not given)
(24) COC(=O)CSc1nnc(CNC(=O)c2cccs2)n1-c1cccc(C)c1
assay / compound | 17 | 18 | 19 | 20 | 21 | 22 | 23 | 24
USP2a inh | 3% | 1% | 3% | 0% | 0% | 0% | 2% | 0%
FBPA coupling cs | / | 1 | 2 | 2 | / | 1 | 6 | 2
Giardia kill | -23 | -24 | 4 | 0 | 51[activator] | 12 | 24 | -7
KCNH2 3.1 block | 3 | -23 | 5 | -9 | -109* | -9 | 6 | 6
Menin-MLL TR inh | / | -10% | 0% | 5% | / | / | -1% | -6%
B2AR arrestin | -0.1% | -0.1% | -0.1% | 0.1% | -0.4% | -0.9% | 0.5% | 0.1%
TRPV1 ag | / | -2 | -3 | 2 | 3 | 20 | 0 | 1
PKM2 act | / | 1% | 7% | -2% | / | -12% | -1% | -2%
CXXC DNA block | / | -11% | -1% | 5% | / | -5% | 2% | 1%
GALK inh | / | 1% | 1% | 0% | / | -1% | 5% | -1%
KCNH2 WT inh | 2 | 2 | -22 | -10 | 4 | / | 26 | 5

(25) Cc1ccc(S(=O)(=O)N(C)CC(=O)OCC(=O)NC(c2ccccc2)c2ccccc2)cc1
(26) COc1ccccc1CNC(=O)C(=O)NCC1CCCN1S(=O)(=O)c1cccs1 (stereo not given)
(27) O=C1CN(C(=O)CSc2nncn2-c2ccccc2)c2ccccc2N1
(28) CCN(Cc1ccccc1)C(=O)Cn1c(=O)n(CC(=O)N2CCCCC2)c(=O)c2sccc21
(29) CCN(CC)C(=O)[C@H]1C[C@H](CC(=O)NCCc2ccccn2)C(=O)N2CCc3c([nH]c4ccc(Cl)cc34)[C@]12C
(30) CC(=O)C1C(c2ccc(C)cc2)c2c(n[nH]c2C)CC1(C)O (stereo not given)
(31) COc1cccc(CNC(=O)CCNC(=O)c2ccccc2OC)c1
(32) N#Cc1c(N)c(C(=O)c2ccccc2)n2c1CCCC2
(33) COc1cc2ccccc2cc1C(=O)N(CCN(C)C)c1nc2ccc(Br)cc2s1
(34) O=C(OCn1nnc2ccccc2c1=O)c1cc2ccccc2o1
(35) O=C(Nc1ccc(OC(F)(F)F)cc1)C1CC(c2ccc(F)cc2)=NO1 (stereo not given)
assay / compound | 25 | 26 | 27 | 28 | 29 | 30 | 31 | 32 | 33 | 34 | 35
USP2a inh | 1% | -2% | 2% | 2% | 0% | 1% | 1% | 0% | -1% | 2% | -1%
FBPA coupling cs | -1 | / | 3 | / | / | 10 | / | 2 | 3 | 4 | 1
Giardia kill | -10 | -17 | 5 | -10 | -13 | -6 | -19 | -4 | 20 | -7 | 16
KCNH2 3.1 block | -13 | 3 | -22 | -9 | -9 | -11 | -8 | 10 | 0 | -4 | /
Menin-MLL TR inh | 0% | / | -10% | / | / | 0% | / | -13% | 29% | / | ?
B2AR arrestin | -2.4% | 0.0% | -0.8% | -0.1% | 0.3% | 0.0% | -0.8% | -0.6% | 0.2% | -0.3% | 0.0%
TRPV1 ag | 12 | 6 | 0 | 3 | / | -2 | -2 | -3 | -1 | 5 | ?
PKM2 act | 4% | / | 0% | / | / | 1% | -6% | 7% | 0% | -1% | 0%
CXXC DNA block | 0% | / | 7% | 0% | / | 6% | 0% | 4% | 10% | 10% | 17%
GALK inh | 1% | / | 9% | -6% | / | 1% | 4% | 0% | -2% | 1% | 0%
KCNH2 WT inh | 25 | -1 | 0 | -4 | 11 | -3 | -7 | 20 | 1 | 3 | 2

High-throughput results as filed in PubChem BioAssay.

This is a subset. The share of hits here may be higher or lower than overall.
